High-throughput results from PubChem BioAssay.
TDP1 inh – TDP1 (human) enzyme inhibition; Q9NUW8; recombinant TDP1, AlphaScreen DNA substrate cleavage; Potency, µM (doses to about 130 µM), for the others: at the highest dose activity change, negative = inhibition, hits mostly inhibitors; hit rate 0.28% among 350,000; AID 485290; further: nearly all actives have a fitted effect of over 40% in size
Target sequence (Q9NUW8 whole entry, looked up): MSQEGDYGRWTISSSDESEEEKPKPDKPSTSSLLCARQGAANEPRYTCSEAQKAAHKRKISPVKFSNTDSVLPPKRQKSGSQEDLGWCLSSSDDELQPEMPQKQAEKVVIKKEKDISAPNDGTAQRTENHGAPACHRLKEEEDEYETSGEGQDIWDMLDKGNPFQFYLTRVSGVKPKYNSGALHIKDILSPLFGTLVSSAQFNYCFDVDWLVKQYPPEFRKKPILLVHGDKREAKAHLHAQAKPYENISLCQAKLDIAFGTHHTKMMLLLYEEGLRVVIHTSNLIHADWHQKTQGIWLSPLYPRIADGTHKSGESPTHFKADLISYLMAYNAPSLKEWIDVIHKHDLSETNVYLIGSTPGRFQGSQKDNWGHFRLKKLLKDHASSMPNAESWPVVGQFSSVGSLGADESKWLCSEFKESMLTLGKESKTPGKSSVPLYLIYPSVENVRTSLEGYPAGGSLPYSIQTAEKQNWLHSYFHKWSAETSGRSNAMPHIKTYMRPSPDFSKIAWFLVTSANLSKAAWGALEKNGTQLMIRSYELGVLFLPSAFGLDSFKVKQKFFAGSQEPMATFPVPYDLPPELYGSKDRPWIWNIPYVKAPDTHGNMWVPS
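Compounds were preincubated with Tdp1 (1 nM final) for 15 min at room temperature before substrate (15 nM final) started a 5 min reaction; beads (10 ug/ml final) were then added for 10 min before AlphaScreen detection.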
DT40 TDP1 CPT – growth inhibition of DT40 Tdp1-/-;hTDP1 cells with camptothecin (screen for TDP1 inhibitors); chicken DT40 Tdp1-/-;hTDP1 cells + 20 nM CPT, ATP luminescence, 48 h; Potency, µM (series often up to 46.2 µM), inactives show at the top dose activity change, negative = growth inhibition, actives largely listed as inhibitors; hit rate 12% among 420,000; further: nearly all actives have a fitted effect of over 55% in size
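Chicken DT40 Tdp1-/- cells complemented with human TDP1, 400 cells/well, exposed to compounds plus 20 nM camptothecin for at least 48 h at 37 C; viability read as ATP content by CellTiter-Glo luminescence.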
DT40 TDP1 no CPT – qHTS for Inhibitors of human tyrosyl-DNA phosphodiesterase 1 (TDP1): qHTS in cells in absence of CPT | Potency, µM (titrated, usually from 46.2 µM), inactives show at the top dose activity change, negative = growth inhibition, hits mostly inhibitors | DT40 Tdp1-/- hTDP1 cells, no CPT, ATP luminescence, 48 h | hit rate 15% among 420,000 | AID 686978, 2013; further: nearly all actives have a fitted effect of over 55% in size
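Chicken DT40 Tdp1-/- cells complemented with human TDP1, screened without camptothecin (DMSO vehicle only), 400 cells/well. Compounds pin-transferred, cells incubated at 37 °C for at least 48 hr. Growth read as ATP-dependent luminescence (CellTiter-Glo, 30 min at RT).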
The depositor's hits bear a star; u = inconclusive; x = no result given; & = joins results of further samples; ! = not active in a repeat; [ ] = dose if it differs, or a comment. The call rests on the fitted dose curve; in most records, active means well fitted curve in the direction sought with a large enough effect; inconclusive means small, poorly fitted or top-dose-only effect, or another doubt; inactive means no such curve, though single readings can be large; an effect the other way counts as inactive or inconclusive. On the % scale 0 is the no-effect control and ±100 the full control effect; potency means the concentration at half of the fitted maximal effect.

Preview (four entries):
Screens in order – TDP1 inh	DT40 TDP1 no CPT	DT40 TDP1 CPT
CC1CCN(CC(=O)Nc2cccc(C(=O)Nc3cccc(C(F)(F)F)c3)c2)CC1
 : 3%	16µM*	u
CC(NC(=O)COc1ccccc1Cl)c1ccccc1 (stereo not drawn)
 : x	u	-19%
Cc1ccccc1NC(=O)Nc1nc(CN(C)C)cs1
 : x	3%	0%
COc1cc(/C=C/c2cc(C(=O)O)c3ccccc3n2)ccc1OC(F)F
 : 5%	-25%	u

This part in full (from the top)
Screens in order – TDP1 inh	DT40 TDP1 no CPT	DT40 TDP1 CPT
CC1CCN(CC(=O)Nc2cccc(C(=O)Nc3cccc(C(F)(F)F)c3)c2)CC1
 : 3%	16µM*	u
CC(NC(=O)COc1ccccc1Cl)c1ccccc1 (stereo not drawn)
 : x	u	-19%
Cc1ccccc1NC(=O)Nc1nc(CN(C)C)cs1
 : x	3%	0%
COc1cc(/C=C/c2cc(C(=O)O)c3ccccc3n2)ccc1OC(F)F
 : 5%	-25%	u
CC(=O)c1ccc(Nc2cc(C)nc3ccc(C)cc23)cc1
 : -4%	u	u
O=C(NCc1ccccc1)/C(=C/c1cccc([N+](=O)[O-])c1)NC(=O)c1ccco1
 : 9%[0.0935 µM]	-10%	9%
CCN(CC)CCCOC(=O)C(c1ccccc1)c1ccccc1
 : 3%	2%	-3%
CCN(CC)S(=O)(=O)c1ccc(NC2c3ccccc3C(=O)N2Cc2ccco2)cc1 (stereo not drawn)
 : 5%	12µM*	21µM*
O=C(CC1CCCCC1)Nc1ccccc1-c1ccccc1
 : 3%	21µM*	u
COc1ccc(CCNC(=S)N2CCC(Cc3ccccc3)CC2)cc1OC
 : 3%	u	-6%
COc1ccc(NC(=S)NCc2ccc(Cl)cc2)c(OC)c1
 : x	u	u
CC1CCCCC1N(C)C1CCN(C(=O)CNC(=O)/C=C/c2cccc(Cl)c2)CC1 (stereo not drawn)
 : 0%	u	u
Cc1ccc(C(=O)NC(=S)N(C)C2CCCCC2)cc1
 : 6%	-32%	-24%
CCS(=O)(=O)c1ccc2oc(SCC(=O)Nc3ccc(OC)cc3)nc2c1
 : 4%	-6%	3%
CC(C)NC(=O)Cn1c(SCC(=O)N2CCc3ccccc3C2)nc2ccccc21
 : 1%	-11%	-4%
CCOC(=O)c1cc(-c2ccc(/C=N\n3cnnc3)o2)ccc1Cl
 : 1%	u	-16%
CCCCCCn1cc(CN2CC(N3CCCC3)CS2(=O)=O)nn1 (stereo not drawn)
 : x	-19%	-4%
CC(C)OP(=O)(Nc1cccc2ccccc12)OC(C)C
 : 0%	-25%	-3%
COc1ccc(-c2nc(-c3cccs3)c(-c3cccs3)[nH]2)cc1O
 : 7%	13µM*	16µM*
Cc1cc(Cl)ccc1OCC(=O)Nc1ccc2oc(=O)ccc2c1
 : 1%	u	-29%
CN(C)CCCN(C(=O)/C=C/c1cccs1)c1nc2ccc(F)cc2s1
 : 8%	4.6µM*	2.6µM*
Cn1ccc2c(N3CCC3)cc3c(c21)C1CCC3O1 (stereo not drawn)
 : x	u	-11%
CCOc1cc(CN2CCN(CCOCCO)CC2)ccc1OC
 : 3%	1%	-5%
CCOC(=O)c1c(C)[nH]c(C)c1C(=O)COC(=O)CSc1ccc(C)cc1
 : 9%	u	u
O=C(O)c1cccc(CN2C(=O)SC(Nc3ccccc3)C2=O)c1 (stereo not drawn)
 : -4%	-7%	11%
Cc1nn2c(NCCN3CCOCC3)c3c(nc2c1-c1ccccc1)CCCC3
 : x	5.8µM*	2.6µM*
Cc1ccc2c(c1)N(CC(=O)OCC(=O)NCc1ccccc1)C(=O)CO2
 : 0%	-5%	-10%
Nc1cc(=O)nc(SCC(=O)Nc2ccc(F)cc2)n1CCc1ccccc1
 : 10%	-16%	1%
Cc1cc(NCc2ccc3c(c2)OCO3)n2nc(C)nc2n1
 : 5%	-14%	-17%
Cc1ccccc1C(=O)N1N=C(c2cccc(NS(C)(=O)=O)c2)CC1c1cccs1 (stereo not drawn)
 : x	-24%	-27%
CCOC(=O)C(=O)NC1CC=CCC1c1ccc2c(c1)OCO2 (stereo not drawn)
 : x	-6%	3%
COCCCNC(=O)/C(C#N)=C/c1c(N2CCN(c3ccc(OC)cc3)CC2)nc2c(C)cccn2c1=O
 : x	15µM*	23µM*
O=C(OCc1cc([N+](=O)[O-])cc2c1OCOC2)c1ccccn1
 : 1%	-4%	-16%
CC1CCCN(C(=O)C2CCN(S(=O)(=O)c3ccc4c(c3)CC(C)N4C(=O)C3CC3)CC2)C1 (stereo not drawn)
 : 2%	u	u
CCCCCN(C(=O)CCC(=O)OCC(=O)N1CCC(C)CC1)c1c(N)n(CCCC)c(=O)[nH]c1=O
 : -7%[0.505 µM]	-14%	-10%
COc1nc(Nc2ccc(C(C)C)cc2)nc(OC)n1
 : 5%	u	u
COc1ccc(CNc2ncc(-c3ccc(F)cc3)n2C)cc1OC
 : x	23µM*	u
CCn1c(COc2cccc(OC)c2)nnc1SCC(=O)Nc1ccccc1C(=O)OC
 : 6%	-26%	u
CCOc1cccc2sc(=NC(=O)c3ccc(S(=O)(=O)N4CCOCC4)cc3)n(C)c12
 : 2%&4%	21µM*!	15µM*!
CCC(CC)C(=O)c1c[nH]c(C(=O)N2CCN(c3ccccc3F)CC2)c1
 : 0%	0%	10%
CC(=O)OCC(=O)Nc1cc(C#N)cc(NC(=O)COC(C)=O)c1Cl
 : x	-3%	-3%
COc1ccc(-c2cccc(NS(=O)(=O)c3cc(C)ccc3OC)c2)nn1
 : 5%	23µM*	16µM*
CCOc1ccc(NC(=O)Cn2cc(C(=O)c3ccc(C)c(C)c3)c(=O)c3cc4c(cc32)OCCO4)cc1
 : 1%	-17%	-10%
O=C(c1cccs1)N1CCCC(c2nc3c(nnn3Cc3ccccc3Cl)c(=O)[nH]2)C1 (stereo not drawn)
 : 7%	29µM*	u
Cc1ccc(C(=O)c2c(NC(=O)c3cccnc3)sc3c2CCCC3)cc1
 : 10%	-23%	-27%
Cc1ccc2nc(C)/c(=N\O)c(C)nc2c1
 : 2%	-5%	0%
CCCn1c(=N)c(C(=O)NCC2CCCO2)cc2c(=O)n3cccc(C)c3nc21 (stereo not drawn)
 : 0%	u	u
COc1ccc(CCNC(=O)c2ccc(Br)o2)cc1Br
 : x	u	23µM*
C/C=C1\C(OC2OC(CO)C(O)C(O)C2O)OC=C(C(=O)OC)C1CC(=O)OCC1C(C)C(OC(=O)CC2C(C(=O)OC)=COC(OC3OC(CO)C(O)C(O)C3O)/C2=C\C)CC1C(CO)CO (stereo not drawn)
 : -6%	6%	6%
Cc1cccc(-n2ncc3c(NCc4ccccn4)ncnc32)c1
 : 8%	u	u
O=C(Nc1ccc(N2CCOCC2)cc1)C1CCCN(S(=O)(=O)c2cccc(C(F)(F)F)c2)C1 (stereo not drawn)
 : 2%	-15%	-9%
COc1cccc(/C=N/Nc2ncnc(N)c2[N+](=O)[O-])c1OC
 : -8%	-17%	-16%
CCOc1ccccc1N1CCN(Cc2cnc(-c3ccccc3)[nH]2)CC1
 : x	23µM*	u
O=C(NCC1CCCO1)c1ccc(N2CCCCC2)nc1 (stereo not drawn)
 : 3%	-7%	u
Cc1ccc(F)cc1S(=O)(=O)NCc1nc(N2CCCC2)c2cccc(C)c2n1
 : x	23µM*	u
CN(C)CCC(=O)N1C/C(=C/c2ccccc2)C(=O)/C(=C\c2ccccc2)C1
 : x	1.8µM*	1.8µM*
O=C(CC12CC3CC(CC(C3)C1)C2)NC(=S)N1CCCCC1
 : -2%	u	-16%
O=C(/C=C/c1ccc([N+](=O)[O-])s1)N1CCN(c2ccccc2)CC1
 : 1%	16µM*	u
CCN1CCN(CCCNC(=O)CCCn2nc(C)c3sc4ccccc4c3c2=O)CC1
 : 1%	7%	-9%
CC(=O)NC(c1ccccc1)c1nc(/C=C/c2ccccc2)cs1 (stereo not drawn)
 : x	u	u

(further entries)
Screens in order – TDP1 inh	DT40 TDP1 no CPT	DT40 TDP1 CPT
CC(=O)Nc1ccc(N2N=C(C)C(N=Nc3ccccc3)C2=O)cc1 (stereo not drawn)
 : 5%	-24%	-10%
COc1cccc(-c2oc3c(c2C(=O)OCCN(C)C)C(O)CCC3)c1 (stereo not drawn)
 : x	1%	-2%
O=C(c1ccccc1)c1nccc2ccccc12
 : 0%	-23%	-10%
O=C(COc1ccc2c(-c3ccccc3)cc(=O)oc2c1)N[C@H](Cc1c[nH]c2ccccc12)C(=O)O
 : x	-3%	16%
COc1ccc(C2C(C(=O)c3ccco3)=C(O)C(=O)N2CC2CCCO2)cc1OC (stereo not drawn)
 : x	u	5%
CCSc1nc2c(c(=O)[nH]1)C(c1cccs1)C(C(=O)OC)=C(C)N2 (stereo not drawn)
 : -5%	-1%	-3%
N/C(=N\OC(=O)c1cc(Br)ccc1Cl)c1ccccn1
 : -11%	-26%	-9%
COc1cccc(OC)c1C(=O)Nc1cc2c(cc1N1CCOCC1)n(C)c(=O)n2C
 : 3%	18%	-3%
O=S(=O)(Nc1cccnc1)c1ccc(F)cc1
 : x	3%	21%
O=S(=O)(Nc1ccccn1)c1ccc(-n2cccn2)cc1
 : 4%	-13%	-10%
CN(CC(=O)Nc1ccc(Cl)c(C(F)(F)F)c1)C(=O)C1CC(=O)N(CCc2ccccc2)C1 (stereo not drawn)
 : 1%	u	u
O=C(OCC(=O)N1CCN(c2ccccc2)CC1)c1ccc(Cl)cc1[N+](=O)[O-]
 : x	-17%	2%
Cc1cccc(-c2noc(CN(C)S(=O)(=O)c3cc(Cl)ccc3Cl)n2)c1
 : -2%	-29%	-28%
N#Cc1c(C(F)(F)F)cc(-c2ccc(Cl)cc2)nc1SCC(=O)O
 : -3%	u	-31%
NC(=O)c1ccsc1NC(=O)COC(=O)C1CCCN1C(=O)c1cccs1 (stereo not drawn)
 : -4%	u	-21%
CCc1nnc(NC(=O)CSCc2cc(=O)n3ccsc3n2)s1
 : 1%	-5%	-17%
CCCN(CC(=O)Nc1ccccc1C)C(=O)c1ccc(OCc2c(C)noc2C)cc1
 : 1%	-16%	-1%
Cc1cc([N+](=O)[O-])nn1Cc1noc(C(=O)NCCCn2ccnc2)n1
 : 9%	-7%	2%
C[C@@H]1CN([C@H](C)CO)C(=O)CCCn2nncc2CO[C@H]1CN(C)Cc1ccc(O)cc1
 : x	6%	6%
COc1cc(OC)cc(-c2nnc(SCC(=O)N3CCCC3)o2)c1
 : -2%	-27%	6%
CC(C)(C)OC(=O)N1CCC(c2c(C(=O)N3CCc4ccccc4C3)cnn2-c2ccc(F)cc2)CC1
 : 0%	u	u
COc1ccc(/C=N/NC(=O)c2ccncc2)cc1CN1CCCc2ccccc21
 : 11%	u	-7%
C[C@H]1CN([C@@H](C)CO)C(=O)c2cc(Br)cnc2O[C@H]1CN(C)Cc1ccc(Oc2ccccc2)cc1
 : x	16µM*	18µM*
CC1CCCN(c2nc3c(-c4ccc(Cl)cc4)nnn3c3ccccc23)C1 (stereo not drawn)
 : 1%	11%	12%
CC1(C)C2CCC1(C)C(NC1=NCCC1)C2 (stereo not drawn)
 : -1%	8%	-17%
NC(=O)C1(N2CCCCC2)CCN(C(=S)Nc2ccccc2)CC1
 : 4%	3%	-2%
c1ccc(Cn2c(CNc3nc4ccccc4n3CCN3CCOCC3)nc3ccccc32)cc1
 : 10%	u	u
COc1ccc(Cn2c(C)cc3c(c2=O)C(c2cccs2)C(C#N)=C(N)O3)cc1OC (stereo not drawn)
 : 1%	-7%	-11%
COc1ccc(NC(=O)C(NC(=O)c2ccc(=O)[nH]c2)c2ccccc2)cc1 (stereo not drawn)
 : 3%	-2%	6%
COc1cn(CC(=O)Nc2cc(C)ccc2C)c(CN2CCCCC2)cc1=O
 : -4%	-6%	0%
CC(Oc1ccc(Cl)cc1Cl)C(=O)NC1CCSC1=O (stereo not drawn)
 : -4%	5%	-10%
COc1ccc(-n2ncc3c(NCCCN4CCOCC4)ncnc32)cc1
 : 7%	-14%	-15%
N#Cc1cc2c(nc1SCC(=O)O)CCCCC2
 : -4%	-24%	-23%
C[C@H]1CN([C@@H](C)CO)C(=O)CCCn2nncc2CO[C@@H]1CN(C)C(=O)Nc1ccc(N2CCCCC2)cc1
 : x	9%	-2%

Three compounds from above, showing only DT40 TDP1 no CPT:
structure	DT40 TDP1 no CPT
N#Cc1cc2c(nc1SCC(=O)O)CCCCC2	-24%
CC(Oc1ccc(Cl)cc1Cl)C(=O)NC1CCSC1=O (stereo not drawn)	5%
C[C@H]1CN([C@@H](C)CO)C(=O)CCCn2nncc2CO[C@@H]1CN(C)C(=O)Nc1ccc(N2CCCCC2)cc1	9%

Outcome played no part in choosing rows; 18% or so of the library scored in one or more.
